TAG inh: inhibitors of triacylglycerol accumulation, primary screen, cell-based, uHTS, fluorescence, H9c2 | AID 651582, 2012 | inhibition, % at 12.5 µM | 230,000 compounds, 0.66% hits | H9c2 cells, Nile Red lipid (TAG) fluorescence; cells loaded with 200 µM oleic acid;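 active = pattern-corrected inhibition of lipid staining of at least 50% with the nuclear-stain viability signal not falling by more than 50%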;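 also: 0% = DMSO wells and 100% = triacsin C control wells; some results filed as inactive read as strong as hits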
TAG inh DAPI viability: further read-out of TAG inh, marked with its call; DAPI nuclei signal change (viability), lower = more cytotoxic, %;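 whole-well DAPI fluorescence read on a plate reader as a viability signal; minus 50 percent equals half of cells still viable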
Starred values were filed as active, the others as inactive. Only part of the results is shown; count on the stated rates, not on these rows.

SMILES | TAG inh | TAG inh DAPI viability
Cc1cc(C(=O)OCCO)c(C#N)c(N)n1 | -11 | 10
O=C(NCc1ccccn1)c1ccccc1OCc1ccc(Cl)cc1Cl | -10 | 5
CCC1CCCCN1C(=O)COc1ccc2c3c(c(=O)oc2c1)CCC3 (stereo not given) | 19 | -1
CC(Sc1nnc2ccccn12)C(=O)Nc1ccc2c(c1)OCCO2 (stereo not given) | 5 | -6
Fc1ccc(OCCOCCNCC2CCCO2)cc1 (stereo not given) | -8 | 10
Cn1c(-c2cccc([N+](=O)[O-])c2)cnc1NCc1cccc(F)c1 | 11 | -6
CCN(CC(=O)NCc1cccs1)C(=O)c1cccc(Cl)c1 | -11 | 0
CCOc1c2ccc(C(=O)NCc3ccc(C)cc3)cc2nn1CCOC | 9 | 4
CN(/N=C/c1ccncc1)C1=NS(=O)(=O)c2ccccc21 | -4 | -3
CCOC(=O)c1cc2c(nc1N)CC(C)(C)OC2 | -8 | 4
COc1ccc(NC2CC(=O)N(C)C2=O)cc1 (stereo not given) | -4 | -1
COc1cc(N)c(Cl)cc1C(=O)OCC(=O)NCC1CCCCC1 | 3 | -1
Cn1cnc(S(=O)(=O)Nc2ccccc2N2CCOCC2)c1 | 7 | 0
Cc1noc(C)c1S(=O)(=O)N(C)C[C@H]1Oc2ccc(NS(=O)(=O)c3cn(C)cn3)cc2C(=O)N([C@H](C)CO)C[C@@H]1C | -10 | 13
CCOCCCNC(=S)N(CCCN(C)C)Cc1cc2cc3c(cc2[nH]c1=O)OCCO3 | 8 | 9
c1ccc(-c2nnc3sc(Cc4cccs4)nn23)cc1 | -12 | 0
CCCS(=O)(=O)NC(=O)C1(C)CCCN(C(=O)c2cccc(Cl)c2)C1 (stereo not given) | 5 | -15
Cc1c(C(=O)NCc2ccccn2)oc2ccc(S(=O)(=O)N3CCOCC3)cc12 | 25 | -3
COc1ccc(/C=N/NC(=O)CCn2nc(C)cc2C)cc1 | -2 | 3
O=[N+]([O-])c1cc(S(=O)(=O)Nc2ccccc2)ccc1-n1nnc2ccccc21 | 0 | 0
COc1ccc(/C=N/n2c(-c3ccc(C)cc3)n[nH]c2=S)cc1OC | -3 | -2
O=C(CNC(=O)c1ccc(Br)cc1)OCc1cc([N+](=O)[O-])cc2c1OCOC2 | 1 | -6
C[C@]12CCC(=O)C=C1CC[C@@H]1[C@@H]2[C@@H](O)C[C@]2(C=O)[C@@H](C(=O)CO)CC[C@@H]12 | 22 | 19
Cc1oncc1C(=O)NC1CCCCC1 | -4 | -5
O=C(CC1SC(=O)N(Cc2cccc3ccccc23)C1=O)Nc1nccs1 (stereo not given) | 12 | -4
COc1ccc(NC(=O)CSc2nnc(NC(C)=O)s2)c([N+](=O)[O-])c1 | 7 | -14
Cc1cc(C)nc(-n2nc(C)cc2NC(=O)CNC(C)c2ccccc2)n1 (stereo not given) | 5 | 7
Cc1ccccc1OCCC(=O)N(Cc1ccccc1)c1c(N)n(Cc2ccccc2)c(=O)[nH]c1=O | 11 | -3
COc1ccc(OC)c(C(=O)CN2CCN(S(=O)(=O)c3ccc(Br)cc3)CC2)c1 | -10 | 3
CCOc1ccc(C(=O)Nc2ccc(N3CCN(C(C)=O)CC3)cc2)cc1[N+](=O)[O-] | 14 | 0
O=C(Cn1cnc2cc([N+](=O)[O-])ccc2c1=O)Nc1ccccc1Cl | 7 | 3
O=C(Cc1ccc(Cl)cc1)Nc1ccc(CN2CCCCC2)cc1 | 12 | 3
COc1cccc(C(=O)Nc2cc(=O)n(C)c(=O)n2C)c1 | -8 | 5
CCCCn1c(N)c(N(CCC(C)C)C(=O)C2CC(=O)N(Cc3ccc(C)cc3)C2)c(=O)[nH]c1=O (stereo not given) | -1 | 3
C=C1CCN([C@@H](CC(C)C)C(=O)Nc2nc3ccc(Cl)cc3s2)S(=O)(=O)c2ccccc21 | 7 | -3
O=C1C(=O)N(Cc2cccnc2)C(c2ccccn2)/C1=C(/O)c1ccc(Br)cc1 (stereo not given) | 16 | -14
CCOCCCNc1nc2c(c(=O)[nH]c(=O)n2C)n1CCCc1ccccc1 | 10 | -10
CN1C(=O)N(C)c2ccc(C=O)c3cccc1c23 | -4 | 5
COc1ccc(Oc2ncccc2[N+](=O)[O-])cc1 | -2 | -2
CC1=NN(c2ccccc2)C(=O)/C1=C/N(C)C | -8 | 5
CC(=O)Nc1ccc(C)cc1NC(C)=O | -2 | -1
CS(=O)(=O)N1CCN(C(=O)NC2CCCCC2)CC1 | 6 | -2
Cc1[nH]cnc1CN1CCc2c(c3ccccc3n2C)C1=O | -6 | 4
COc1ccc(NC(=O)CN(C)C(=O)C(C)N2C(=O)c3ccccc3C2=O)cc1 (stereo not given) | -1 | 7
COc1ccc(CCNC(=O)c2cc3c(=O)n(C)c4ccccc4c3n2C)cc1OC | 6 | 1
O=C(N/N=C\c1cn[nH]c1-c1ccccc1)c1ccc([N+](=O)[O-])cc1 | 13 | 4
COc1ccc(OCCn2cnc(Cl)c2Cl)cc1 | 11 | -9
COc1ccc(N2CCN(C(=O)c3c(Cl)cnn3C)CC2)cc1 | 5 | -6
Cc1cc(NC(=O)CSc2nnc3ccccn23)no1 | 1 | -7
O=C(COc1ccccc1)N1CCc2ccccc21 | -1 | -3

The results go on:
SMILES | TAG inh | TAG inh DAPI viability
COc1ccccc1/C(C)=N/NC(=S)NCc1ccccc1 | -1 | -6
CC(c1ccco1)N(C(=O)c1ccc(F)cc1)c1ccccn1 (stereo not given) | -13 | -4
O=C(O)/C=C/C(=O)NNc1ncnc2ccccc12 | -2 | 8
CCNC(=O)NC(=O)C(C)OC(=O)c1oc2ccc(OCC)cc2c1C (stereo not given) | -2 | 1
CC(C)NC(NC(=O)/C=C/c1ccccc1)C(Cl)(Cl)Cl (stereo not given) | 2 | -4
COCc1nn2c(N)c(-c3ccccc3)cnc2c1-c1ccccc1 | -36 | 3
CCOc1ccc(-c2nc3n(c(=O)c2C#N)CCCS3)cc1 | 6 | 13
CCc1ccc2[nH]c(=O)c(CN(Cc3ccc(F)cc3)C(c3nnnn3CCN3CCOCC3)C(C)C)cc2c1 (stereo not given) | 22 | -2
O=C(O)c1ccc(NC2=C/C(=N/S(=O)(=O)c3ccccc3)c3ccccc3C2=O)cc1 | -2 | 2
Cc1ccc(S(=O)(=O)NC(=O)C2(C)CCN2C(=O)c2cccc(F)c2)cc1 (stereo not given) | 8 | -2
CN(C)CCCOC(=O)CCc1ccccc1 | -11 | 2
CC(=O)Nc1n[nH]c(=S)s1 | 1 | 10
CCN(CC)C(=O)c1cc(S(=O)(=O)N2CCCCC2)c[nH]1 | -3 | 7
COc1ccc(Cc2nnc(SCC(=O)Nc3ccc(C)cc3)n(N)c2=O)cc1 | 59* | 1.6*
O=C(NN=Cc1ccc2c(c1)OCO2)NN=Cc1ccc2c(c1)OCO2 | -13 | 8
O=C(CCC(=O)N1CCN(c2ccccc2F)CC1)N1CCN(c2ccccc2)CC1 | -2 | -13
Cc1cccc(NC(=O)COc2cccc3c2CCNC3=O)c1 | 17 | -4
O=C(Nc1ccc(F)cc1F)c1ccccc1NC(=O)C1CC=CCC1C(=O)O (stereo not given) | -3 | 7
O=c1c(N2CCCCC2)coc2ccccc12 | -9 | 4
CC(=O)c1ccc(CCCCCCCCCC(=O)O)s1 | -3 | 7
CNC[C@@H]1OCc2ccccc2-c2c(n(C)c3ccccc23)C(=O)N([C@H](C)CO)C[C@H]1C | 41 | -15
Fc1ccc(-c2nnc(CN3CCN(c4ncc(C(F)(F)F)cc4Cl)CC3)o2)cc1 | 28 | 9
Cc1cc(C)cc(Oc2coc3cc(O)ccc3c2=O)c1 | 0 | -1
CC(C)CNC(=O)COC(=O)c1cc(S(=O)(=O)N2CCCCC2)ccc1N1CCOCC1 | -1 | -2
CCCCNC(=S)N=Nc1c(O)[nH]c2ccccc12 | -3 | 5
COc1ccccc1N1CCN(/N=C/C(Cl)=C/c2ccccc2)CC1 | 0 | -6
O=C(NC1CCS(=O)(=O)C1)c1ccc(S(=O)(=O)N2CCCC2)cc1 (stereo not given) | 14 | -6
CCOC(=O)C1=C(O)CSC1=Nc1cccc(Cl)c1 | 13 | 5
O=C(c1ccccc1)N1CCN(Cc2ccccc2Br)CC1 | 0 | 16
Cc1[nH]n(-c2ccccc2)c(=O)c1-c1ccccc1 | 3 | -2
CCC(C)Sc1nnc(NC(=O)c2ccco2)s1 (stereo not given) | 9 | 19
CN(Cc1ccccc1F)C(=O)c1sccc1-c1ccccc1 | -21 | -6
CC1CCCCN1C(=O)CCn1c(=S)oc2ccccc21 (stereo not given) | 0 | -5
COc1ccccc1NC(=O)C(=O)NCC1CCCN1S(=O)(=O)c1cccs1 (stereo not given) | 7 | -4
Cn1nnnc1Sc1ccc([N+](=O)[O-])cc1Cl | -2 | 2
CN1CCN(C(=O)/C=C/c2ccc3c(c2)OCO3)CC1 | 2 | -5
C[C@H]1CN=C(Nc2ccccc2)N1CCCC1CCCC1 | -6 | 8
CCOC(=O)C1(CCc2ccccc2)CCN(Cc2ccc(O)cc2)CC1 | 12 | 10
COC(=O)c1ccc(CNC(=O)COC(=O)/C=C/c2ccc(OC)c(OC)c2)cc1 | -15 | 4
CC12CC(NC(=O)N1c1ccc(C(=O)N3CCN(c4ccc(F)cc4)CC3)cc1)c1ccccc1O2 (stereo not given) | 8 | 4
CCCC(=O)NC(=S)Nc1cccc(Cl)c1N1CCCC1 | -5 | 17
CCOC(=O)Nc1ccc(OCc2nnc3c4ccccc4c(C)nn23)cc1 | -3 | -2
Cc1cc(C)c(OCC(=O)OCC(=O)N(C)C2CCS(=O)(=O)C2)c(C)c1 (stereo not given) | 1 | 5
COc1ccc2c(c1)c(C(=O)N/N=C/c1cn(C)c3ccccc13)c(C)n2C | -4 | -8
Cc1ccc(Nc2n[nH]c(=S)s2)c(C)c1 | 0 | -3
O=C(COC(=O)C1=NNC(=O)CC1)NCCc1ccccc1 | -3 | -2
COc1ccc(NS(=O)(=O)c2cccc3cccnc23)cc1 | 4 | -7
CCCN(Cc1nnc(-c2cccs2)o1)C(=O)CN1C(=O)NC2(CCCCC2C)C1=O (stereo not given) | 14 | -4
COc1ccc(C2=Nc3ccc(C)cc3C(c3ccccc3)N2CC(=O)NN)cc1 (stereo not given) | -6 | 18
CN(C)CCCN(C(=O)c1ccc(Br)s1)c1nc2cc3c(cc2s1)OCCO3 | -3 | 13

Next part:
SMILES | TAG inh | TAG inh DAPI viability
Cc1nc2nc3c(cn2n1)C(=O)CC(C)(C)C3 | 18 | -8
Cc1ccc(-c2nn(-c3ccccc3)cc2C(=O)N2CCOCC2)cc1C | -3 | -1
COc1cc(CCCN2C(=S)NC[C@@H]2c2ccccc2)cc(OC)c1OC | -14 | -6
COc1ccccc1CNC(=O)COC(=O)C1CCN(S(=O)(=O)c2c(Cl)cccc2Cl)CC1 | -5 | -4
CSc1cccc(NC(=S)Nc2ccc(F)cc2)c1 | -10 | 7
Cc1csc(C(=O)O)c1-n1cccc1 | -2 | 0
Cc1ccc(S(=O)(=O)N2CCN(C(=O)c3ccccn3)CC2)c(C)c1 | -1 | -7
COc1ccccc1NC(=O)c1ccc(Cl)c(S(=O)(=O)N2CCCCC2)c1 | -39 | -1
CCN1CCN(S(=O)(=O)c2c[nH]c(C(=O)OC)c2)CC1 | -10 | 4
CCN(CC1CCCN(CCc2cccc(OC)c2)C1)C(=O)c1ccoc1 (stereo not given) | -2 | 11

15 structures already listed, ordered by molecular weight, highest first.
SMILES | TAG inh | TAG inh DAPI viability
COc1ccc(OC)c(C(=O)CN2CCN(S(=O)(=O)c3ccc(Br)cc3)CC2)c1 | -10 | 3
CNC[C@@H]1OCc2ccccc2-c2c(n(C)c3ccccc23)C(=O)N([C@H](C)CO)C[C@H]1C | 41 | -15
O=C(O)c1ccc(NC2=C/C(=N/S(=O)(=O)c3ccccc3)c3ccccc3C2=O)cc1 | -2 | 2
COc1ccc(C2=Nc3ccc(C)cc3C(c3ccccc3)N2CC(=O)NN)cc1 (stereo not given) | -6 | 18
O=C(CC1SC(=O)N(Cc2cccc3ccccc23)C1=O)Nc1nccs1 (stereo not given) | 12 | -4
O=C(NC1CCS(=O)(=O)C1)c1ccc(S(=O)(=O)N2CCCC2)cc1 (stereo not given) | 14 | -6
CC(Sc1nnc2ccccn12)C(=O)Nc1ccc2c(c1)OCCO2 (stereo not given) | 5 | -6
CN(Cc1ccccc1F)C(=O)c1sccc1-c1ccccc1 | -21 | -6
CCN(CC)C(=O)c1cc(S(=O)(=O)N2CCCCC2)c[nH]1 | -3 | 7
CN(/N=C/c1ccncc1)C1=NS(=O)(=O)c2ccccc21 | -4 | -3
CCC(C)Sc1nnc(NC(=O)c2ccco2)s1 (stereo not given) | 9 | 19
CCCCNC(=S)N=Nc1c(O)[nH]c2ccccc12 | -3 | 5
Cn1nnnc1Sc1ccc([N+](=O)[O-])cc1Cl | -2 | 2
O=C(O)/C=C/C(=O)NNc1ncnc2ccccc12 | -2 | 8
O=C(COc1ccccc1)N1CCc2ccccc21 | -1 | -3

The listing continues:
SMILES | TAG inh | TAG inh DAPI viability
C=C1CCN(C(Cc2ccccc2)C(=O)OC)S(=O)(=O)c2ccc(F)cc21 (stereo not given) | -23 | -1
O=C(COc1ccc(/C=N/NC(=O)c2ccc(O)cc2)cc1)Nc1cccc([N+](=O)[O-])c1 | 1 | 3
CC1=NNC(=O)C1C(c1ccc(Cl)cc1)C(C#N)C#N (stereo not given) | -5 | -1
COC(=O)c1cn(C(=O)c2ccc(C)cc2C)c2ccccc12 | 23 | -30
C/C(=N\OCc1nc2ccccc2c(=O)n1/N=C/c1cc(C)cc([N+](=O)[O-])c1O)c1ccccc1 | 6 | 3
O=C(COC(=O)/C=C/c1ccccc1[N+](=O)[O-])NNC(=O)c1ccc(F)cc1 | 6 | 1
COc1ccc(NC(=O)N(C)C[C@H]2Oc3c(NC(=O)c4nc5ccccc5s4)cccc3C(=O)N([C@@H](C)CO)C[C@H]2C)cc1 | 1 | -12
Cc1cc(NC(=O)CSc2nc3ccccc3c(=O)n2C2CCCC2)no1 | 90* | -38*
CCN(CC)S(=O)(=O)c1ccc(N2CCCC2)c(NS(=O)(=O)c2cccs2)c1 | -23 | 5

Bioassay records (PubChem BioAssay)
